Screens: PubChem BioAssay, several laboratories
MEX-5 binding = C. elegans MEX-5 TCR-2 RNA binding activity. Q9XUB2. MEX-5/FITC-TCR2 RNA binding, fluorescence polarization; hits give low values. activity score (negative = inhibition of binding), % at 10 µM. 0.38% of 300,000 active;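 active = inhibition past about -25% in most replicates, and total fluorescence under double the plate's negative control median, limit read from the data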;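 note: 0% = DMSO and -100% = 5 µM competing unlabeled TCR2 RNA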
Target sequence (Q9XUB2 whole entry, looked up): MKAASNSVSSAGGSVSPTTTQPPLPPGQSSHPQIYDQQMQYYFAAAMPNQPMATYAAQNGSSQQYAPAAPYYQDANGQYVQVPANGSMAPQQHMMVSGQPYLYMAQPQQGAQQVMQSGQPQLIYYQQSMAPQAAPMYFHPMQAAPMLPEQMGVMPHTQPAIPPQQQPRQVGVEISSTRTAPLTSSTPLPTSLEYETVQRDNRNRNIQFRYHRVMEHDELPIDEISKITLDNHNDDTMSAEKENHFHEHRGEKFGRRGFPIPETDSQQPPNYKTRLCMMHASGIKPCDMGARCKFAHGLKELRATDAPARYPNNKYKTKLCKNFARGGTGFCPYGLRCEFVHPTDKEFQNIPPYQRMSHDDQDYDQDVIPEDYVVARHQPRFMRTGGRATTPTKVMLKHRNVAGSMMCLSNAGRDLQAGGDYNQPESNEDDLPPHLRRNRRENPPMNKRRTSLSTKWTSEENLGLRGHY
PAFAH1B2 inh = PAFAH1B2 (human) inhibition; P68402; 1.2% of 340,000 active; inhibition, % at 3.39 µM; recombinant PAFAH1B2, FP-rhodamine activity probe, fluorescence polarization; AID 492953;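 active = inhibition above the mean of all tested compounds plus 3 SD, cut at about 24% in these data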;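 note: 0% = enzyme with DMSO and 100% = wells lacking PAFAH1B2; many of its hits are not listed in these tables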
Target sequence (P68402 whole entry, looked up): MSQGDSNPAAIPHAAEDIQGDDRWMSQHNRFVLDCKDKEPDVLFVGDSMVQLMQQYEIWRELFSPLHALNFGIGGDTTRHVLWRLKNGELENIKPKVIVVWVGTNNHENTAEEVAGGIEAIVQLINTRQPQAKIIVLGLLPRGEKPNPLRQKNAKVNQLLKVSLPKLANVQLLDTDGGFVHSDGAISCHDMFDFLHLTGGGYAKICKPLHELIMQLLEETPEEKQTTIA
Active calls of the source: *.

Every second line gives: MEX-5 binding	PAFAH1B2 inh
> COCCn1c(C)c(C)c2c(NCCc3ccccc3)ncnc21
 : 0.4	6.3
> CC1(C)Cc2c(C#N)c(SCCC#N)nc(N3CCOCC3)c2CO1
 : -3.2	6.7
> COCCSc1ccccc1C(=O)Nc1ccc(S(=O)(=O)N2CCOCC2)cc1
 : -0.9	-4.9
> Cc1ccc(N(Cc2ccccc2)C(=O)c2ccc(F)cc2)cc1
 : 4.8	3.8
> Nc1nc(-c2cccnc2)nn1C(=O)c1ccccc1Cl
 : -4.2	9.8
> O=C(CSc1ccsc1[N+](=O)[O-])Nc1cccc(F)c1
 : -3.2	4.8
> CCCn1c2ccc(F)cc2c2nnc(SCCN3CCOCC3)nc21
 : 0.3	5.8
> O=C(CN1C(=O)c2ccccc2S1(=O)=O)Nc1ncc([N+](=O)[O-])s1
 : -4.4	2.0
> C[C@@H](N)C(=O)NC[C@H]1CC[C@H](C(=O)N[C@@H](Cc2ccccc2)C(=O)O)CC1
 : 1.2	3.7
> CCN(CC)C(=O)c1ccc(NS(=O)(=O)c2ccc3[nH]c(=O)[nH]c3c2)cc1
 : -3.1	9.1
> N#Cc1nc(COc2ccccc2Cl)oc1N1CCCCCC1
 : 0.8	6.3
> O=C(Nc1ccccc1N1CCN(c2ccc(F)cc2)CC1)C1CCCCC1
 : 1.4	-6.6
> O=C(Nc1ccc(N2CCOCC2)cc1)c1cnsn1
 : 0.6	2.2
> CN(C)CCNc1nc2sc3c(c2c(=O)n1Cc1ccccc1)CCCCC3
 : 0.5	-2.6
> COc1ccc(CN2CCSCC2)c(C)c1C
 : -0.2	1.2
> COC(C[C@@H](O)CC(=O)[C@@H](C)OCc1ccccc1)OC
 : 1.5	4.0
> O=C(O)c1cc(=O)n(Cc2ccccc2)c(=O)[nH]1
 : 4.2	6.1
> Cc1nc(C)c(-c2csc(Nc3ccc(C(=O)O)c(O)c3)n2)s1
 : 0.8	4.9
> Cc1ccc(O)c(NC2=C(Cl)C(=O)N(Cc3ccccc3)C2=O)c1
 : -12.0	3.5
> Cc1ccc(Cl)cc1N1CCN(C(=O)c2cccc3c(=O)c(C)c(-c4ccccc4)oc23)CC1
 : 0.0	-6.3
> COc1ccc(CCNS(=O)(=O)c2cccc(S(=O)(=O)N3CCCC3)c2)cc1OC
 : 0.8	1.3
> CCOc1ccccc1NC(=O)NNS(=O)(=O)c1cc(C)ccc1C
 : 1.0	2.1
> O=C(NNC(=S)Nc1ccc(Br)cc1)c1ccccc1
 : -4.8	4.5
> O=C(O)C1C2CCC(C2)C1C(=O)Nc1cccc([N+](=O)[O-])c1 (centres undefined)
 : 1.6	8.8
> COc1ccc(-n2cnc3ccccc3c2=O)c([N+](=O)[O-])c1
 : 0.4	-5.4
> CCOc1ccccc1NC(=O)N1CCCC1C(=O)NCc1ccco1 (centres undefined)
 : -4.6	-2.6
> O=C(N/N=C/c1ccoc1)c1ccccc1Br
 : 1.9	0.2
> Cc1oc2c(c(C)cc3oc(=O)c(CC(=O)N[C@@H](CC(C)C)C(=O)O)c(C)c32)c1C
 : 2.2	0.5
> O=Nc1c2cc(-c3ccccc3)[nH]nc-2c2ccccc12
 : 0.7	-17.0
> Nc1nnnn1/N=C/c1ccc(Br)cc1
 : 1.2	-2.7
> COc1ccc(C(C(=O)NCC2CCCO2)N(C(=O)c2snc(C(N)=O)c2N)c2ccc(C)cc2)cc1OC (centres undefined)
 : -2.6	4.9
> O=C(N/N=C\c1cccnc1)c1ccc(Br)s1
 : 0.5	2.7
> Fc1ccc(-c2cnn3c(-c4cccs4)ccnc23)cc1
 : 0.8	-2.6
> COc1ccc(CC(=O)Nc2ccc(C(=O)Nc3nccs3)cc2)cc1OC
 : 5.2	-3.1
> CCCCCCn1cnc2c(c1=O)c1nc3ccccc3nc1n2/N=C/c1ccco1
 : -7.9	-5.1
> CCc1ccc(C(O)(CC)C(CN2CCOCC2)c2ccccc2)cc1 (centres undefined)
 : 1.8	5.2
> Cn1c(-c2ccc(F)cc2)cnc1NCc1ccc(F)cc1F
 : -1.1	4.8
> CCn1cc(C(=O)N[C@@H](C)C(=O)NCCCO)c(=O)c2cc3c(cc21)OCO3
 : -0.8	5.3
> Nc1nc(NCC(=O)O)nc(NC2CCCCC2)c1[N+](=O)[O-]
 : 1.0	14.7
> CC1=NN(C(=O)c2ccccc2C)C(O)(c2ccc(Cl)cc2)C1 (centres undefined)
 : -0.2	3.1
> COCCCC1CCN(C(=O)C2CCC(=O)N(CC3CCCCC3)C2)CC1 (centres undefined)
 : 3.0	-2.3
> CCOCCCn1c(SCC(=O)Nc2ccc(NC(C)=O)cc2)nc2ccccc2c1=O
 : -1.8	0.8
> COc1ccc(N(CC(=O)NCc2ccco2)C(=O)CCC(=O)Nc2ccccn2)cc1
 : -3.2	0.8
> CCN(CC)CCNC(=O)c1ccc(NC(=O)/C=C/c2ccc3ccccc3n2)cc1
 : -1.7	-2.3
> COCCNc1nc(N)c([N+](=O)[O-])c(Nc2ccc(F)cc2)n1
 : -1.9	5.2
> Cn1c(=O)[nH]c(=O)c2c1[nH]c(=S)n2CCCc1ccccc1
 : 2.0	6.5
> O=C(COc1ccccc1Cl)Nc1cc(NC(=O)COc2ccccc2Cl)cc(C(=O)O)c1
 : -1.5	-7.5
> CCOc1ccc(NC(=S)NC(=O)c2cnn(CC)c2)c([N+](=O)[O-])c1
 : -3.3	0.8
> CCc1ccc(NC(=O)Cn2cc([N+](=O)[O-])nc2C)cc1
 : -2.2	-2.2
> CCOc1ccc2ccccc2c1CNCCc1ccc(S(N)(=O)=O)cc1
 : -1.6	1.7
> Cc1ccc2c(CN3CCCCC3C)cc(=O)oc2c1C (centres undefined)
 : 0.9	-0.5
> N#Cc1c2c(c(-c3ccccc3)[nH]c1=O)CCCC2
 : -1.2	-2.5
> COc1ccc(OCC(O)CNC2CCCC2)cc1 (centres undefined)
 : 2.3	6.1
> Nc1ccc(NC(=S)Nc2ccccc2)cc1
 : 1.8	7.4
> CNC(=O)NC(=O)CSc1nnc(-c2ccco2)n1-c1ccccc1
 : 1.2	2.6
> O=C(O)CCCCCNS(=O)(=O)c1ccc2c3c(cccc13)C(=O)N2
 : -0.4	1.8
> COc1ccc(NC(=O)CN2CCN(CC(=O)Nc3ccc(F)cc3F)CC2)cc1
 : -0.7	0.6
> COCCN(Cc1ccc(F)cc1)C(=O)c1cc2ccccc2oc1=O
 : 3.6	-0.3
> CN(CCNC(=O)c1cc2c(-c3ccccc3F)nn(C)c2s1)C1CCCCC1
 : -0.6	5.2
> OCCNCC(O)CN1c2ccccc2Sc2ccccc21 (centres undefined)
 : -0.2	2.7

Other records follow.
Every second line gives: MEX-5 binding	PAFAH1B2 inh
> CC(C)c1ccc(NC2CCCN(C(=O)CCc3cnn(C)c3)C2)cc1 (centres undefined)
 : 3.7	7.3
> CN1CCC(N(C)C(=O)/C(C#N)=C/c2ccccc2)CC1
 : 1.4	2.0
> Cc1cc(C)c(NC(=O)Cn2ncc3ccccc32)c(C)c1
 : -2.6	1.1
> CCCn1c(=O)c(C(=O)NCCc2ccc(Cl)cc2)c(O)c2ccccc21
 : -1.3	-1.4
> c1ccc(CCNc2ccnc3cc4ccccc4cc23)cc1
 : -1.8	4.5
> Cn1c(=O)c(C(=O)NC2CCCCCC2)c(O)c2ccccc21
 : 1.1	-2.5
> Cc1sc2nc(SCC(=O)OC(C)C)n(C)c(=O)c2c1C
 : 0.9	1.8
> Nc1n[nH]c(CO)n1
 : 1.1	2.2
> CCOC(=O)c1cnc2c(c(C)nn2-c2ccc(C)cc2)c1Cl
 : -0.7	2.7
> CCSC1(SCC)N=C(N)C2(C#N)C(c3ccccc3)NC(C)=C(C)C12C#N (centres undefined)
 : -0.3	1.7
> Nc1ccc(C(=O)N/N=C/c2cn(Cc3ccccc3)c3ccccc23)cc1
 : 1.8	-1.8
> CS(=O)(=O)c1ccc2nc(NC(=O)c3ccccc3Cl)sc2c1
 : -1.1	3.3
> COC(=O)CCC(C)N1CCC(Oc2ccc(C(=O)NCc3ccccn3)cc2)CC1 (centres undefined)
 : 0.5	4.6
> CC(O)[C@H](NC(=O)C1CCN(C(=O)[C@H](Cc2ccccc2)NC(=O)OC(C)(C)C)CC1)C(=O)O (some centres undefined)
 : -1.7	2.8
> Cc1ccc(Cn2ncc3c(NN)ncnc32)cc1
 : -0.4	0.7
> Cc1ccsc1/C=N/Nc1nc2ccccc2[nH]1
 : -0.3	1.2
> COC(=O)CCC(=O)NC1CC(C)(C)Cc2c1cnn2-c1ccccc1 (centres undefined)
 : 4.5	1.2
> O=C(Cc1ccccc1)Nc1ccc(S(=O)(=O)N2CCCC2)cc1
 : 1.5	3.5
> Cc1ccc(C)c(C(C)NC(=S)NC2CCCCC2)c1 (centres undefined)
 : -1.3	8.7
> Cc1c(CC(=O)NCC(=O)O)c(=O)oc2cc3oc4c(c3cc12)CCCC4
 : 5.0	-2.2
> Nc1ccc(CCC(=O)N2CCCC2)cc1
 : 2.1	3.9
> CCN(C(=O)Nc1cccc(Cl)c1)c1ccccc1
 : -1.3	9.5
> CCc1cc2c(=O)c(-c3nc4ccccc4n3C)coc2c(CN2CCCCC2)c1O
 : -2.9	1.3
> COc1cccc2[nH]c(C(=O)NCCc3ccccc3)cc12
 : -3.9	5.5
> C=CCn1c(=O)c2c(nc3n2CCCN3CCc2ccc(OC)c(OC)c2)n(C)c1=O
 : -0.7	-2.7
> O=C(NCc1ccccc1OC(F)(F)F)C1CCC(=O)N(C2CC2)C1 (centres undefined)
 : -2.3	0.7
> COC(=O)[C@@H]1Cc2c([nH]c3ccccc23)C(C)(C)N1C(=O)CCl
 : 1.1	2.2
> CC(C)(C)OC(=O)N[C@@H](Cc1ccccc1)C(=O)NCC1CCC(C(=O)N[C@@H](CCC(N)=O)C(=O)O)CC1 (some centres undefined)
 : -1.0	-4.5
> Cc1cccc(/C(N)=N/OC(=O)c2ccncc2)c1
 : -1.9	-2.3
> CC(C)c1cc(C(=O)N2CCCC(N3CCN(c4ccc(F)cc4)CC3)C2)n(C)n1 (centres undefined)
 : 1.0	0.9

Some of these compounds in order of SMILES length, low to high:
Every second line gives: MEX-5 binding	PAFAH1B2 inh
> O=C(N/N=C/c1ccoc1)c1ccccc1Br
 : 1.9	0.2
> Cc1ccc(Cn2ncc3c(NN)ncnc32)cc1
 : -0.4	0.7
> Cc1ccsc1/C=N/Nc1nc2ccccc2[nH]1
 : -0.3	1.2
> COC(=O)[C@@H]1Cc2c([nH]c3ccccc23)C(C)(C)N1C(=O)CCl
 : 1.1	2.2

Remaining list, next part:
Every second line gives: MEX-5 binding	PAFAH1B2 inh
> Nc1nc2c(nc(SCc3ccccc3Br)n2[C@@H]2O[C@H](CO)[C@@H](O)[C@H]2O)c(=O)[nH]1
 : 1.0	6.9
> CCOC(=O)C1CCCN(C(=O)c2cc3cc(OC)c(OC)cc3[nH]2)C1 (centres undefined)
 : -0.1	-0.2
> O=C(Nc1ccc(Cl)c(Cl)c1)Nn1cnnc1
 : 2.1	-3.6
> COC(=O)c1ccc(NC(=O)C[n+]2ccccc2C)cc1
 : 0.5	2.3
> COc1ccc(C(=O)n2nc(-c3ccccc3)nc2SC)cc1
 : -0.3	0.9
> O=S(=O)(N1CCCCC1)N1CCN(S(=O)(=O)N2CCCCC2)CC1
 : 0.0	4.6
> CCCn1cnc2c(oc3ccccc32)c1=O
 : -0.8	4.7
> O=[N+]([O-])c1ccc(/C=N/Nc2ncc(Br)cn2)cc1
 : 1.1	2.6
> Cc1cccc2c3nc4ccccc4nc3n(CCCN3C(=O)c4ccccc4C3=O)c12
 : -3.5	-4.0
> Cc1nc(N)sc1-c1csc(Nc2cccc(C(=O)O)c2)n1
 : -19.7	10.8
> CC1CCN(S(=O)(=O)c2ccc3nc(-c4ccccn4)cc(C(=O)NCCN(C)Cc4ccccc4)c3c2)CC1
 : -3.4	-12.0
> Cc1ccc(C(=O)n2nc(-n3cccc3)c3c(C)cc(C)nc32)cc1
 : -4.4	2.0
> COC(C[C@H](O)[C@@H](C)[C@@H](O)COCc1ccccc1)OC
 : 4.1	-3.4
> COc1ccccc1NS(=O)(=O)c1ccc(C(=O)NCC(c2ccccc2OC)N(C)C)cc1 (centres undefined)
 : -4.1	-1.8
> O=C(COc1ccc(S(=O)(=O)Nc2ccccc2)cc1)NCc1ccccn1
 : 1.3	3.2
> CN(C)c1cc(N/N=C/c2ccc(Cl)cc2)nc(N(C)C)n1
 : 0.7	3.5
> O=S(=O)(c1ccc(Cl)cc1)N1CCN(c2nc(-c3cccs3)nc3ccccc23)CC1
 : 1.5	1.0
> O=C(NCCCN1CCN(c2cccc(Cl)c2)CC1)C1CCC(=O)N1Cc1ccccc1Cl (centres undefined)
 : -0.4	0.4
> COc1ccc(OCC(O)CN2CCCC2)cc1 (centres undefined)
 : 2.6	0.0
> Cn1c(CNC(=O)c2ccco2)nnc1SCCOc1ccccc1
 : -3.9	0.0
> O=C(O)c1cccc(NC2=C(Cl)C(=O)c3ccccc3C2=O)c1
 : -4.6	13.3
> Cc1c(C)c2ccc(O[C@@H]3O[C@H](CO)[C@H](O)[C@H](O)[C@H]3O)cc2oc1=O
 : -0.1	5.2
> CCOc1cc(CN2CCc3c([nH]c4ccccc34)C2)ccc1OC
 : 2.4	5.1
> Cc1ccc(N(C(=O)c2snc(C(N)=O)c2N)C(C(=O)NCC2CCCO2)c2ccc3ncccc3c2)cc1 (centres undefined)
 : -0.1	2.2
> CC(C)C(O)(c1ccccc1)C(CN1CCOCC1)c1ccccc1 (centres undefined)
 : 1.6	1.4
> CCC1CN(C(=O)NCc2ccc(C)cc2)c2cc(C)ccc2O1 (centres undefined)
 : -1.2	-5.0
> O=c1[nH]c2ccccc2n1C1=CCNCC1
 : 2.0	6.2
> Cn1c(N/N=C2\CCCc3ccccc32)nc2c1c(=O)n(Cc1ccc(F)cc1)c(=O)n2C
 : 0.2	6.9
> Clc1ccc(C(c2nnnn2C2CCCCC2)N(Cc2cccnc2)Cc2ccco2)cc1 (centres undefined)
 : -1.5	6.2

These rows are one share of the data. The share of hits here may be higher or lower than overall.
